PV pol inh – poliovirus RdRp elongation inhibitors, primary screen, biochemical, fluorescence polarization, total intensity; Genome polyprotein (Poliovirus type 1 (strain Mahoney)), P03300; poliovirus polymerase elongation; active compounds read low; % elongation, % (compound at 16.7 µg/mL); 0.66% of 150,000 active; AID 588519, 2011; in the data active = % elongation below about 90%; note: some results filed as inactive read as strong as hits
Target sequence (P03300 1749-2209 limits assumed): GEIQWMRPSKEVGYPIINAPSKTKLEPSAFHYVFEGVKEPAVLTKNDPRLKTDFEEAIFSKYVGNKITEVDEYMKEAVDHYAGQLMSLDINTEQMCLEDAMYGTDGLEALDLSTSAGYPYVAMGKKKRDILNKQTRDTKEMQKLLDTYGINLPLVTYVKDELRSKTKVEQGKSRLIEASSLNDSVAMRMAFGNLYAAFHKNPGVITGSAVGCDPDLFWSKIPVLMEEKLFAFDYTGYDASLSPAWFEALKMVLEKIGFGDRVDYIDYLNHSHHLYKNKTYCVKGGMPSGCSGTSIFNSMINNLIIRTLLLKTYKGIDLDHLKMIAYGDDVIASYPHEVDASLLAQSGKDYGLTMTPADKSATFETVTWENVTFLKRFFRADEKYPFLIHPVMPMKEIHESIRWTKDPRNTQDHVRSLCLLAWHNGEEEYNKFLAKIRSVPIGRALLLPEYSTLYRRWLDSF
PV pol inh FP z-score – also measured in PV pol inh; calls as there; z-score; measured here: FP z-score; hits read low
* = called active by the depositor; & = joins results of further samples. A portion of the library. The share of hits here may be higher or lower than overall.

Every second line gives: PV pol inh FP z-score | PV pol inh
NC1=NC(=O)/C(=C\c2cc3ccccc3nc2N2CCCCC2)S1
  0.2 | 102
Cc1cc(/C=C(\C#N)C(=O)C(C)(C)C)c(C)n1-c1ccc(I)cc1
  0.9 | 112
C[N+]1(CC(=O)OC2CCCCCCCCCCC2)CCCC1
  -0.2 | 101
CCn1cc(C(=O)N2CCN(c3ccccc3)CC2)c(=O)c2cc(S(=O)(=O)N3CCOCC3)ccc21
  -1 | 99
O=C(NC1CCCCC1)c1ccc(CSc2nc3ccncc3n2Cc2ccccc2F)cc1
  0.5 | 112
COc1ccc(CCNC(=O)c2ccc(CNS(=O)(=O)c3ccccc3)cc2)cc1OC
  0.3 | 110
COc1ccc(NC(=O)C2CCCN(S(=O)(=O)c3c(C)[nH]c(=O)[nH]c3=O)C2)cc1 (stereo not given)
  -0.1 | 105
CSc1ccc(S(=O)(=O)Nc2ccc(S(=O)(=O)N3CCCCCC3)cc2)cc1
  -0.9 | 99
COc1ccc2[nH]c3c(=O)n(CCCC(=O)N4CCCC4)c(=S)[nH]c3c2c1
  -0.2 | 100
CCCn1c(=O)c2sccc2n2c(CCCC(=O)N(C)Cc3ccco3)nnc12
  -0.4 | 100
Cn1c(=O)c2c(SCC(=O)N3CCCC3)nc(C3CC3)nc2n(C)c1=O
  1 | 103
CCOC(=O)c1cn(-c2ccc(N3CCC(C)CC3)nn2)nc1N
  0.3 | 103
N#CCSc1nc2ccccc2c(=O)n1Nc1ccccc1
  -0.2 | 102
O=C(NCc1ccccc1)c1csc2c1CCCC2
  -1.5 | 99
CC1(C(=O)NN)NC2(CCCCC2)Cc2ccccc21 (stereo not given)
  -0.4 | 100
CCN1CCN(CCCNC(=S)Nc2ccc3nc(N4CCN(CC)CC4)cc(C)c3c2)CC1
  -0.2 | 99
COc1ccc(CNC(=O)C(C)Sc2nnnn2C)cc1 (stereo not given)
  1.1 | 110
COc1ccccc1CNC(=O)c1ccc2c(c1)CCN2S(=O)(=O)c1ccc(Cl)cc1
  0.4 | 108
Cc1cc(C)cc(NC(=O)C(=O)NCC(c2cccnc2)N2CCN(c3ccccc3)CC2)c1 (stereo not given)
  0.9 | 112
CCCN(CCC)C(=O)c1ccc(OC)cc1
  0.5 | 101
COc1cc(C)c(Cl)cc1S(=O)(=O)NCCc1c(C)[nH]c2ccccc12
  0.5 | 107
O=C(O)c1cc2nc3c(c(C(F)(F)F)n2n1)CCC3
  -0.5 | 100
CCc1ccccc1NC(=O)c1cc2nc(-c3ccc(OC)c(OC)c3)cc(C(F)(F)F)n2n1
  0.1 | 105
Cc1ccc(C)c(NC(=S)NCCCO)c1
  -0.3 | 100
Cc1ccc(N(CC(=O)N2CCN(c3ccc(Cl)cc3)CC2)S(=O)(=O)c2c(C)noc2C)cc1
  -2.3 | 99
O=C(/C=C/c1cccs1)NC1CCS(=O)(=O)C1 (stereo not given)
  0.5 | 103
CCC(=O)Nc1nnc(S(=O)(=O)N2CCCCCC2)s1
  -0.5 | 106
O=S(=O)(Nc1cccc(-c2ccc(N3CCCCC3)nn2)c1)c1cccs1
  0.2 | 107
O=C(Cn1ccc2ccccc2c1=O)NCCC(=O)Nc1ccc(F)cc1F
  0.3 | 106
Cc1ccc(-n2nc(C)c3c2NC2=C(C(=O)CC(C)(C)C2)C3c2ccc(C)o2)cc1 (stereo not given)
  0 | 101
CCOC(=O)c1ccc(-c2ccc(/C=N/NC(=O)Cc3nc4ccccc4n3C)o2)cc1
  1.7 | 112
CS(=O)(=O)N1CCC(C(=O)O)CC1
  0.1 | 101
CCN(CC)S(=O)(=O)c1ccc(NC(=O)c2ccc(C)cc2)cc1
  0.4 | 107
Cc1c(C(=O)O)oc2ccc3c(c12)C=CC1(CCCC1)O3
  -1.3 | 98
CC(C)CCNC(=O)C1(C)CCC(=O)N1CCc1ccccc1 (stereo not given)
  0 | 100
CC(C)c1ccccc1NC(=O)c1ccc(Br)o1
  -0.3 | 99
O=C(COc1ccccc1[N+](=O)[O-])N1CCC(c2nc3ccccc3o2)CC1
  0.4 | 107
COC(=O)c1cc(CN2CCN(C)CC2)ccc1O
  0.3 | 106
CC(N)Cc1cccs1 (stereo not given)
  0.6 | 104
Cc1ccccc1NS(=O)(=O)c1ccc2[nH]cc(C(=O)NCCc3ccccc3)c(=O)c2c1
  -0.9 | 100
Cc1cccc(C(=O)OC(C(=O)c2ccccc2)c2ccccc2)c1O (stereo not given)
  -0.3 | 99
CCOC(=O)N1CCN(C(=O)CCN2C(=O)/C(=C\c3ccco3)SC2=S)CC1
  0 | 102
Cc1ccc(C(=O)Oc2ccccc2N2CCOCC2)cc1
  -0.3 | 100
COc1ccc(CCNC(=O)CCc2cn(Cc3ccccc3Cl)c3ccccc23)c(OC)c1
  0.4 | 108
CCc1ccccc1N(CC)C(=O)C(=O)Nc1ccc2nc3n(c(=O)c2c1)CCCCC3
  0.3 | 108
O=S(=O)(NCCc1cccs1)c1ccc2ccccc2c1
  -0.1 | 101
CN(C)N1C(N)=C(C#N)C(c2cccc(Cl)c2)C2=C1CC(C)(C)CC2=O (stereo not given)
  0 | 101
COc1ccccc1NC(=O)Nc1nnc(N2CCCCC2C)s1 (stereo not given)
  -0.1 | 101
C/C(=N\NC(=S)N1CCCC1)c1ccccc1
  0.2 | 100
Cc1ccc(CNC(=O)c2ccc(N3CCCC3)c(NC(=O)Nc3ccc(F)c(Cl)c3)c2)cc1
  0.2 | 107

Single records (already shown). Values in the order: PV pol inh FP z-score	PV pol inh
CCc1ccccc1N(CC)C(=O)C(=O)Nc1ccc2nc3n(c(=O)c2c1)CCCCC3 across the screens: 0.3	108
Cc1ccc(CNC(=O)c2ccc(N3CCCC3)c(NC(=O)Nc3ccc(F)c(Cl)c3)c2)cc1 across the screens: 0.2	107
COc1ccccc1NC(=O)Nc1nnc(N2CCCCC2C)s1 (stereo not given) across the screens: -0.1	101
C/C(=N\NC(=S)N1CCCC1)c1ccccc1 across the screens: 0.2	100
Cc1ccc(C(=O)Oc2ccccc2N2CCOCC2)cc1 across the screens: -0.3	100

Next part.
Every second line gives: PV pol inh FP z-score | PV pol inh
C=CC1C[C@H]2CCC1C[C@@H]2C(O)c1ccnc2ccc(OC)cc12 (stereo not given in full)
  0.3 | 102
CC(NC(=S)NC1CCCCC1)C(c1ccccc1)N1CCN(C)CC1 (stereo not given)
  -0.8 | 98
COc1ccc(-c2csc(/N=C/N(C)C)n2)cc1OC
  0.4 | 104
CNC(=O)CSc1nnc(SCCC(=O)O)s1
  -0.7 | 98
CN(CC(=O)NCc1ccccc1)S(=O)(=O)c1ccc2c(c1)CCC(=O)N2
  -0.6 | 101
Fc1c(F)c(N2CCOCC2)c(F)c(F)c1-c1ccccc1
  0.4 | 101
Cc1cc(C)c(C(=O)Nc2ccc(C)c(C)c2)c(CC(C)(C)C(=O)O)c1
  0.6 | 107
COC(=O)NP(=O)(NNc1ccccc1)OC (stereo not given)
  0.5 | 107
CCS(=O)(=O)c1ncc(N(Cc2ccc(F)cc2)Cc2ccco2)c(C(=O)Nc2cc(C)ccc2C)n1
  0.9 | 111
COc1ccccc1NC(=O)CN(C)S(=O)(=O)c1ccc2c(c1)CC(C)N2C(=O)C1CC1 (stereo not given)
  0.7 | 103
CCc1ccc(NC(=O)C2CC(c3cn(CC)nc3C)=NO2)cc1 (stereo not given)
  0.9 | 104
CCCn1c(NC(=O)CCNC(=O)c2ccco2)nc2ccccc21
  -0.7 | 98
Cc1cccc(-c2nc(CCNC(=O)/C=C/c3ccco3)cs2)c1
  -0.2 | 102
COc1ccc(NC(=O)CC2SCCNC2=O)cc1 (stereo not given)
  0.1 | 103
CS(=O)(=O)Cc1cccc(C(=O)Oc2ccccc2C#N)c1
  -0.6 | 96
CCOC(=O)c1cnc2c(ccc3ccccc32)c1Nc1ccc(OC)cc1OC
  0.4 | 106
Cc1cc(N2CC(C)CC(C)C2)nc2ccc(NC(=O)CCC(=O)N3CCCC3)cc12 (stereo not given)
  0.5 | 102
COc1ccccc1-c1nnc(Cc2ccc(F)cc2Cl)o1
  0.3 | 103
CN1CCN(c2ncc3c(n2)CCN(Cc2cc(Br)cs2)C3)CC1
  -0.3 | 104
Cn1cc(C(=O)NCCN2CCN(Cc3ccccc3)CC2)c2c3ccccc3n(C)c2c1=O
  0.7 | 105
Cc1oc(-c2ccccc2)nc1C(=O)OC(C)c1nc2sc(C)c(C)c2c(=O)[nH]1 (stereo not given)
  0.7 | 109
COc1ccc2c(c1)NC(=O)CC(C)(C)O2
  1.3 | 105
Cc1ccc(-n2cnc3cc(NCc4cccs4)ccc32)cc1
  0 | 101
O=C(NN=C1CCCC1)c1cccnc1
  0.9 | 105
CCOc1ccc2nc(N3CCCC(C(=O)Nc4ccc(OC)c(Cl)c4)C3)sc2c1 (stereo not given)
  1.8 | 112
COCCCn1c(=O)/c(=C\c2ccc(Br)cc2)s/c1=C(/C#N)C(=O)NCc1ccco1
  2.8 | 135
CC1(C)CC(=O)c2cc(-c3ccccc3)n(CC(=O)O)c2C1
  -0.6 | 100
CCN(CCCNC(=O)CSc1cc(=O)n(C)c2cc(Cl)ccc12)c1ccccc1
  0.2 | 105
O=C(NC1CCCCC1)c1cccc(S(=O)(=O)NCc2ccccc2)c1
  -0.6 | 98
COc1cc(C(=O)NC2CC(=O)N(c3cccc(F)c3)C2)cc(OC)c1OC (stereo not given)
  1.1 | 112

Laid out differently: results already given.
Cc1oc(-c2ccccc2)nc1C(=O)OC(C)c1nc2sc(C)c(C)c2c(=O)[nH]1 (stereo not given)
  PV pol inh FP z-score: 0.7; PV pol inh: 109

Cc1ccc(-n2cnc3cc(NCc4cccs4)ccc32)cc1
  PV pol inh FP z-score: 0; PV pol inh: 101

New compounds follow:
Every second line gives: PV pol inh FP z-score | PV pol inh
CNC(=O)O/N=C/c1nn(C(C)=O)cc1Br
  0.3 | 103
COc1cccc(CNC(=O)Cn2ncn3nc(-c4cccs4)cc3c2=O)c1
  0.4 | 109
Cc1ccc(S(=O)(=O)N(Cc2nc(-c3ccccc3)no2)C2CCCCC2)cc1
  0.5 | 105
COc1ccccc1NC(=O)CSc1nc2c(oc3ccccc32)c(=O)n1Cc1ccco1
  -0.4 | 103
CCc1ccccc1NC(=O)c1c[nH]c2ccccc2c1=O
  -0.1 | 102
O=c1ccc(S(=O)(=O)N2CCCC2)cn1Cc1cc(=O)n2cc(Br)ccc2n1
  0.5 | 106
COc1cccc(CNCc2ccccc2)c1
  -0.1 | 101
Cc1ccccc1CNC(=O)c1cccc(NC(=O)c2nsc3ccccc23)c1
  0.1 | 108
CC(=O)OCC(=O)[C@@]1(O)CCC2C3CCC4=CC(=O)CC[C@]4(C)C3[C@@H](O)C[C@@]21C (stereo not given in full)
  0.1 | 100
COC(=O)C1C(C(C)C)N(c2ccccc2)OC1(C)O (stereo not given)
  -0.4 | 101
CC1(C)Cc2c(sc(/N=C/N3CCCC3)c2C#N)C(C)(C)N1
  -0.1 | 102
Cc1cccc(N2CCN(C(=O)C3CCN(c4ncnc5c4nc4n5CCCCC4)CC3)CC2)c1C
  -0.6 | 103
O=C(Nc1ccccc1)OCC#Cc1ccc(-c2ccccn2)s1
  -0.4 | 102
O=C(NCc1ccccc1)c1nnc(-c2ccc3c(c2)OCO3)o1
  0 | 102
Cc1ccc(NC(=O)/C(CN(C)C)=N\O)cc1
  0.3 | 103
CN(C)CCNC(=O)c1ccc(Cn2c(SCc3ccc(F)cc3)nc3cccnc32)cc1
  0.7 | 114
c1nc(NCCN2CCOCC2)c2ccsc2n1
  0 | 102
CCOc1ccccc1C(=O)Nc1cc2c(cc1C)n(C)c(=O)c(=O)n2C
  -0.3 | 105
CCCn1c(NCc2ccc(Cl)cc2)nc2ccccc21
  -0.2 | 100
CCn1c(C)c(C)c2cc(C(=O)NCc3ccc(OC)cc3OC)ccc21
  1.2 | 112
O=C(OCn1nnc2ccccc2c1=O)c1cccc(S(=O)(=O)N2CCCCC2)c1
  0 | 103
COc1ccc(-c2nc3ccccc3o2)cc1NC(=O)COc1ccc(C)c(C)c1
  1.1 | 111
Cc1ccc(Nc2c(C(C)C)c(C)c(C#N)c3nc4ccccc4n23)cc1
  -0.6 | 103
Cc1cc(C)n(CCCC(=O)O)n1
  0.9 | 104
O=c1oc(-c2cccc(C(F)(F)F)c2)nc2ccccc12
  -0.1 | 100
O=C(Cn1c(=O)c2cccn2c2ccc(F)cc21)N1CCc2ccccc21
  0.7 | 103
COc1ccc(NC(=O)C(C)Sc2nc(N)cc(=O)[nH]2)cc1 (stereo not given)
  0.9 | 105
CC(=O)Nc1cc2c(nc1C)nc(C)n2Cc1ccc(Br)cc1
  0.7 | 104
CC(C)c1ccccc1NC(=O)c1cc2ccccc2oc1=O
  0.1 | 102
COc1cccc(CC(=O)Nc2nccs2)c1
  -0.8 | 97
COc1cccc(CNC(=O)Cc2ccc(NC(=O)N3CCCCc4ccccc43)cc2)c1OC
  0.1 | 106
CCOc1ccc(S(=O)(=O)N2CCC(c3ccncc3)CC2)cc1
  1.6 | 113
CCOC(=O)C1CCCN(C(=O)Cn2nc(CC)n3c(cc4occc43)c2=O)C1 (stereo not given)
  -0.5 | 104
COc1ccc(N2CCN(C(=O)c3c(C)oc4ncn(CC(C)C)c(=O)c34)CC2)cc1
  -0.2 | 106
CCOC(=O)CSC(c1ccccc1)c1c(C(=O)OC)[nH]c2ccccc12 (stereo not given)
  1.9 | 106
CC1Cn2c(CCc3ccccc3)nnc2S1 (stereo not given)
  -0.1 | 100
CCc1ccccc1NC(=O)NC(CC)Cn1nnc2ccccc2c1=O (stereo not given)
  0.5 | 108
COc1ccc2c(Sc3ccc(Cl)cc3)c(C(=O)NCCCN3CCCCC3)[nH]c2c1
  -1.3 | 101
Cc1ccc(S(=O)(=O)/C=C/C#N)cc1
  0.1&0.1 | 101&100
CC(C)(C)OC(=O)N1CCC(c2c(C(=O)N3CCC(c4ccccc4)C3)cnn2-c2cccc(Cl)c2)CC1 (stereo not given)
  0.3 | 109

Screening results from PubChem.
